Screening data deposited in PubChem BioAssay by several laboratories.
PLCg1 inh – inhibitors of human phospholipase C gamma1; P19174; purified PLC-gamma1, fluorogenic substrate, fluorescence; inhibition, % at 12.2 µM; 370,000 tested, 0.84% active; AID 720700; in the data active = inhibition above about 9.5%
SMARCA2 act – SMARCA2 function activation, primary screen. activation, % at 9.1 µM. MG213 cells, MMTV-luciferase reporter, dexamethasone, overnight. 370,000 tested, 1% active; in the data active = activation above about 7.8%;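 note: 0% = vehicle wells and 100% = reference activator wells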
ssDAF-12 act – S. stercoralis DAF-12 activation, primary screen | HEK293 ssDAF-12/GRIP1 lit1-tk-luc reporter, luminescence; % of 3 µM dafachronic acid response | activation, % at 6.8 µM | 370,000 tested, 1% active | AID 652126;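 active = activation above the mean over all tested compounds plus 3 SD, cut at about 0.9% in these data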;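 note: 0% = DMSO-only wells and 100% = 3 µM delta7-dafachronic acid wells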
hcDAF12 agonist – activators of H. contortus DAF-12 nuclear receptor | activation, % at 6.8 µM | HEK293 hcDAF-12 lit1-tk-luc reporter, luminescence; 0% DMSO, 100% Δ7-dafachronic acid | 370,000 tested, 1.4% active | AID 652067;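 active = activation above the mean of all tested compounds plus 3 SD, cut at about 5.5% in these data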;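 note: 100% = response to 3 µM Δ7-dafachronic acid high control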
hgDAF-12 ag – activates the H. glycines DAF-12 receptor ligand-binding domain; HEK293 GAL4-hgDAF12 UAS-luciferase reporter, agonist luminescence; normalized to butyrate control; activation, % at 6.8 µM; 370,000 tested, 1.8% active;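 active = activation above a cutoff set at the mean of all screened compounds plus 3 SD, cut at about 10% in these data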;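 note: 0% = DMSO wells and 100% = sodium butyrate wells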
Rev-erbA mod – Rev-erb alpha (human) modulation; AID 1259318; 370,000 tested, 0.79% active; P20393; Rev-erbα–FITC-DNA binding, fluorescence polarization, 90 min; activity, % at 10 µM;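 active = activity above about 14%, limit read from the data; passing the limit was not always enough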;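 note: 0% = DMSO wells with 35 nM protein and 100% = DMSO wells with 750 nM protein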
DAX1 inh-1 – blocks DAX1 repression of SF-1 activated StAR promoter; HEK293T StAR-luciferase reporter, SF-1/DAX-1 repression relief; inhibition, % at 6.8 µM; 370,000 tested, 1.1% active; AID 652010;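 active = inhibition above the mean over all tested compounds plus 3 SD, cut at about 3.6% in these data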;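 note: 0% = DAX-1 cells with DMSO and 100% = cells lacking DAX-1 with DMSO; higher inhibition means more luminescence from relief of DAX-1 repression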
PLC-beta3 inh – PLC-beta3 (human) inhibition, primary screen; 370,000 tested, 0.18% active; AID 720704; inhibition, % at 12.2 µM; Q01970; Purified PLC-beta3, fluorogenic substrate, fluorescence; in the data active = inhibition above about 11%;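 note: 0% = median of compound wells on plate and 100% = full blocker control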
DAX1 inh-2 – NR0B1 (DAX1) inhibition | AID 504766 | 340,000 tested, 0.99% active | P51843 | inhibition, % at 6.75 µM | HEK293 Gal4-DAX1 luciferase reporter, luminescence;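 active = inhibition above the mean over all tested compounds plus 3 SD, cut at about 4.2% in these data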;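 note: 0% = DAX1-transfected cells with DMSO and 100% = empty-vector control cells with DMSO; inhibition shows as a rise in luminescence from relieved DAX1 repression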
Target sequence (P51843 207-470 limits assumed): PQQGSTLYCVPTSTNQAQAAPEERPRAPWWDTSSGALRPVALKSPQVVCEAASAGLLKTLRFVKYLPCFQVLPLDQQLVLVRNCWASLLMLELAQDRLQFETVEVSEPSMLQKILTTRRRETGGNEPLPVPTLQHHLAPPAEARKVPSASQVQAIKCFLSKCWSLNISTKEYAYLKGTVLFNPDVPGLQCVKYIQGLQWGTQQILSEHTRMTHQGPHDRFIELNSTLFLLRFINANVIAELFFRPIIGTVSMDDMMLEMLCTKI
MBD2 inh – blocks human MBD2 binding to methylated DNA. inhibition, % at 4.4 µM. AID 686964. 370,000 tested, 0.31% active. TR-FRET, MBD2 binding to methylated oligonucleotide. Q9UBB5; in the data active = inhibition above about 13%
Target sequence (Q9UBB5 whole entry, looked up): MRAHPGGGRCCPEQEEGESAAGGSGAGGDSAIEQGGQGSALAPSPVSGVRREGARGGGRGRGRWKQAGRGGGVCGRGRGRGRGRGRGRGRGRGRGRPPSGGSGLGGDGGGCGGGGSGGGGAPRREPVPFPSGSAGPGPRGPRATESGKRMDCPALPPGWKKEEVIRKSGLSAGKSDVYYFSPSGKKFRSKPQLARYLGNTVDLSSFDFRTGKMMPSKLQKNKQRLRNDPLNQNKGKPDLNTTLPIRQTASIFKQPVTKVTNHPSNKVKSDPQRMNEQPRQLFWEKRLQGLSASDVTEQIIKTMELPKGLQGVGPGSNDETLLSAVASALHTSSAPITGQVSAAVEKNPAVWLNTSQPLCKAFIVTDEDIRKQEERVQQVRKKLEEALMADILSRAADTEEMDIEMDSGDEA
ADAM17 inh – inhibits human ADAM17; P78536; recombinant ADAM17, EDANS/DABCYL FRET peptide cleavage; inhibition, % at 6.95 µM; 370,000 tested, 0.83% active;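 active = inhibition above the mean of compounds lying between control limits plus 3 SD, set per campaign, cut at about 8.5% in these data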;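 note: 0% = DMSO-only wells as the low control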
Active calls of the source: *; i = inactive; · = no result given. Compounds were not picked by outcome. Share with any hit: about 7.4%.

SMILES	PLCg1 inh	SMARCA2 act	ssDAF-12 act	hcDAF12 agonist	hgDAF-12 ag	Rev-erbA mod	DAX1 inh-1	PLC-beta3 inh	DAX1 inh-2	MBD2 inh	ADAM17 inh
CCOc1ccccc1NC(=O)c1ccccc1N(C)S(C)(=O)=O	2	1	-0.8	-1.3	-3.0	-2	-0.4	2	0.0	-4	-1
COc1ccc(C(=O)NC(=S)NCc2ccco2)cc1Br	1	-2	-1.4	1.7	-2.1	1	-2.2	-11	0.9	2	4
COc1cccc(CN(C)C(=O)CNC(=O)c2sc3ccccc3c2Cl)c1OC	-3	-2	-1.2	-1.2	-0.6	4	0.3	-9	-0.1	2	-4
CC(=Nc1ccccc1O)c1sc2ccccc2c1O	-24	1	0.0	4.5	13*	9	-0.2	-43	2.3	0	-4
CCC(C)c1ccc(OCCCCN2CCOCC2)cc1 (stereo not drawn)	7	-5	-1.0	-0.7	-1.1	3	0.0	4	0.0	-3	1
COc1cc(NC(=O)c2ccccc2)c(OC)cc1NC(C)=O	0	-5	-0.8	0.3	-3.3	3	-0.4	3	1.4	-5	-9
OC(COc1ccc2c(c1)CCC2)Cn1cnc2ccccc21 (stereo not drawn)	4	2	-1.0	-0.9	-0.7	8	-1.5	2	0.7	3	3
C[C@H](CO)N1C[C@H](C)[C@@H](CN(C)Cc2ccncc2)Oc2ccc(NC(=O)Cn3cnnn3)cc2C1=O	-4	1	-1.1	-0.7	1.5	-2	0.0	-5	2.7	2	-3
COc1cc(Cl)c(C)cc1NC(=O)c1ccc2c(SCC(=O)O)c3c(nc2c1)CCCC3	-14	-3	-2.2	-1.1	-0.5	4	-0.4	-28	-1.5	-2	-8
CCOC(=O)c1[nH]cnc1C(=O)Nc1ccccn1	1	0	-1.8	-2.2	0.6	-3	0.0	4	-1.7	-5	-2
Cc1cc(C)cc(NC(=O)C(=O)NCC2CCCN2S(=O)(=O)c2cccs2)c1 (stereo not drawn)	-3	-3	-1.7	-0.6	-6.3	-5	-2.3	-5	-3.2	-3	0
Cc1cc(C(=O)CSc2ccccc2)cc(C)c1O	-2	2	-1.0	0.0	9.5	4	1.0	-7	2.4	0	0
Cc1cccc(NC(=O)c2c(C)nn(-c3ccccc3)c2Cl)c1	0	2	-1.5	-0.8	6.9	-4	0.5	-5	0.7	6	0
COc1ccccc1NS(=O)(=O)c1cccc(NC(=O)NC2CCCCC2)c1	3	-2	-1.0	2.3	-1.0	-1	-0.1	4	-1.2	-1	4
COC(=O)[C@]12C[C@H](CC(=O)N3CCN(C(=O)c4ccco4)CC3)C(=O)N(Cc3ccc(Cl)cc3Cl)C1=C[C@H](C(C)C)O[C@@H]2C1CC1	2	-2	-1.6	-2.7	0.6	0	-1.4	-1	·	-2	2

Part of the list above, showing only hgDAF-12 ag:
structure	hgDAF-12 ag
COc1cc(Cl)c(C)cc1NC(=O)c1ccc2c(SCC(=O)O)c3c(nc2c1)CCCC3	-0.5
CCOC(=O)c1[nH]cnc1C(=O)Nc1ccccn1	0.6
Cc1cc(C)cc(NC(=O)C(=O)NCC2CCCN2S(=O)(=O)c2cccs2)c1 (stereo not drawn)	-6.3
Cc1cc(C(=O)CSc2ccccc2)cc(C)c1O	9.5
Cc1cccc(NC(=O)c2c(C)nn(-c3ccccc3)c2Cl)c1	6.9

(cont.)
SMILES	PLCg1 inh	SMARCA2 act	ssDAF-12 act	hcDAF12 agonist	hgDAF-12 ag	Rev-erbA mod	DAX1 inh-1	PLC-beta3 inh	DAX1 inh-2	MBD2 inh	ADAM17 inh
CS(=O)(=O)c1nc(S(=O)(=O)c2ccc(Cl)cc2)c(NCCCn2ccnc2)s1	3	1	-0.8	-1.3	1.9	-10	0.2	-8	0.9	-2	1
Cc1c(OCC(=O)NCc2cccnc2)ccc2c3c(c(=O)oc12)CCCC3	3	-2	-0.9	1.6	-1.4	2	-0.3	-9	0.0	-5	-9
O=C(CN1CCN(S(=O)(=O)c2ccc(Cl)s2)CC1)N1CCCCC1	-2	-1	-0.9	-1.7	-0.8	2	2.2	-3	-0.2	-3	-2
Cc1cc(NC(=O)Cn2c(=O)oc3ccc(Cl)cc32)no1	0	-1	-0.8	2.0	-0.9	-3	0.3	-4	0.4	1	-2
S=C(Nc1ccc2nc(-c3ccccn3)c(-c3ccccn3)nc2c1)N1CCCCCC1	i	-1	-0.9	-0.6	-3.7	-1	0.0	i	2.5	-7	-38
C/C=C/c1cnc2c(c1)C(=O)N([C@H](C)CO)C[C@H](C)[C@@H](CN(C)C(=O)CN1CCOCC1)O2	1	-4	-1.0	-1.3	-0.6	-3	-1.8	-2	1.4	2	-4
Cn1c(=O)c2c(nc(SCc3cccnc3)n2Cc2ccccc2)n(C)c1=O	1	3	-1.1	0.3	-0.5	-2	0.5	3	0.0	9	-4
CCOC(=O)Cn1c(COc2ccccc2OC)[n+](C)c2ccccc21	4	-2	-1.0	2.2	0.4	1	0.6	-8	·	-2	-1
Cc1cc(C(=O)NC(=S)Nc2ccccc2N2CCCC2)ccc1[N+](=O)[O-]	6	-3	0.7	-1.2	7.5	2	0.2	2	1.5	5	-1
COc1ccc(S(=O)(=O)N2CCOC2CNC(=O)C(=O)NCCc2ccccc2)cc1 (stereo not drawn)	0	0	-0.8	-1.8	0.7	-5	-1.0	-1	0.8	-1	-5
Cc1nc2c(C)cccn2c1/C(O)=C1\C(=O)C(=O)N(CCN(C)C)C1c1cccs1 (stereo not drawn)	3	-4	-2.3	-2.1	-3.9	-6	0.3	-4	-1.0	6	-2
CCCCc1c(-c2ccccc2OC)ncn1C1CCCCC1	0	-4	-1.3	-1.9	3.9	-4	0.3	0	·	1	-1
COc1ccccc1N(Cc1ccccc1)S(=O)(=O)c1cccc(C(=O)Nc2ncccc2C)c1	8	2	-0.9	-1.3	-3.5	3	-2.2	-2	-0.7	-4	6
COC(=O)c1ccccc1NC(=O)COc1ccccc1[N+](=O)[O-]	1	-1	-0.6	0.6	-1.2	6	0.8	-3	0.4	0	1
O=C1CC(c2cccc(Cl)c2)C(n2cncn2)C(=O)C1C1NCCc2ccccc21 (stereo not drawn)	-9	-5	-1.1	-0.8	-0.2	1	0.6	-10	-0.6	-1	-1
CCCNC(=O)c1cc(S(=O)(=O)N2CCC3(CC2)OCCO3)ccc1F	7	-3	-1.1	-1.3	2.8	4	-0.1	1	1.1	-1	-8
CN(Cc1cccs1)C(=O)CCCc1c[nH]c2ccccc12	0	1	-0.8	1.7	9.6	-3	1.0	1	2.0	5	-2
CC(=O)NCCn1c(SCC(=O)c2ccccc2)nc2ccccc2c1=O	1	0	-0.8	-0.8	-1.0	-3	-0.6	2	-0.3	0	1
O=C(Oc1cccc2ccccc12)c1ccccc1	1	3	-1.2	0.1	3.3	2	1.8	1	7.1*	2	-4
CSc1ccccc1NC(=O)CN(C)CC(=O)Nc1ccccc1N1CCOCC1	2	-1	-2.0	-0.5	1.4	0	0.9	-5	-0.2	1	-2
O=[N+]([O-])c1ccc(N/N=C/c2cccc(O)c2O)cc1	-20	-1	-0.1	-0.5	-0.7	6	0.6	-25	-0.4	3	0
O=C(Nc1cccnc1)/C(N=Nc1c(Cl)cccc1Cl)=C(\O)c1ccccc1	1	-1	-1.3	2.7	0.8	2	-0.4	-3	0.5	3	-4
CCc1nnc(NC(=O)Cc2ccc(OC)c(OC)c2)s1	0	0	-1.6	-2.0	-3.3	-3	0.3	-1	5.1*	-6	-1
CCn1nc(C)c(/C=N/NC(=O)c2c[nH]c3ccccc23)c1C	-2	0	0.3	3.2	8.1	1	1.9	-1	2.1	-1	3
CC(C)NC(=O)C(=O)NCCCOC(C)C	6	3	-0.8	-1.6	0.1	2	-0.7	3	-0.3	1	1
CSc1cnn(-c2ccccc2)c(=O)c1SC	1	-2	-0.8	-0.9	-1.8	5	0.5	1	-0.8	0	2
N#C/C(=C/c1ccc(F)cc1)C(N)=S	-12	-1	-1.6	-0.8	-0.8	1	-0.1	-9	-0.2	-1	-3
O=C(NC(=S)NCc1ccccc1)c1ccccc1F	0	-3	-1.7	0.3	1.0	-5	-0.5	-3	0.5	3	-3
COc1ccc(S(=O)(=O)NCc2cc(-c3ccccc3Cl)no2)cc1	-2	-1	-1.2	-1.4	-2.8	4	-0.4	0	0.3	7	-6
CCOc1ccc(-n2ccnc2SCC(=O)N2CCCc3ccccc32)cc1	0	-4	-1.7	-3.3	-1.7	1	-0.9	-4	-1.1	6	-2

Single records (already shown). Screens in order: PLCg1 inh | SMARCA2 act | ssDAF-12 act | hcDAF12 agonist | hgDAF-12 ag | Rev-erbA mod | DAX1 inh-1 | PLC-beta3 inh | DAX1 inh-2 | MBD2 inh | ADAM17 inh
CCn1nc(C)c(/C=N/NC(=O)c2c[nH]c3ccccc23)c1C as listed: -2 | 0 | 0.3 | 3.2 | 8.1 | 1 | 1.9 | -1 | 2.1 | -1 | 3
O=C(Nc1cccnc1)/C(N=Nc1c(Cl)cccc1Cl)=C(\O)c1ccccc1 as listed: 1 | -1 | -1.3 | 2.7 | 0.8 | 2 | -0.4 | -3 | 0.5 | 3 | -4
CCc1nnc(NC(=O)Cc2ccc(OC)c(OC)c2)s1 as listed: 0 | 0 | -1.6 | -2.0 | -3.3 | -3 | 0.3 | -1 | 5.1* | -6 | -1

The list goes on.
SMILES	PLCg1 inh	SMARCA2 act	ssDAF-12 act	hcDAF12 agonist	hgDAF-12 ag	Rev-erbA mod	DAX1 inh-1	PLC-beta3 inh	DAX1 inh-2	MBD2 inh	ADAM17 inh
CC(=O)OC(C)=O	3	-3	-0.7	-1.6	0.4	9	1.2	3	0.8	-5	-2
COc1cc(/C=C2/N=C(C3CCCCC3)OC2=O)cc(OC)c1OC	2	0	-1.3	-2.5	0.6	-6	0.2	-1	0.6	-3	-2
Cc1ccc(OCC(=O)n2nc(C)cc2C)c(Br)c1	1	3	-0.5	1.2	2.2	2	0.7	1	1.5	1	-3
COc1ccc(C(=O)Nc2ccccc2C(=O)NC2CC2)c(OC)c1OC	2	-2	0.3	0.5	1.9	-6	-0.3	1	0.9	4	-6
CCOC(=O)NCc1ccc(S(=O)(=O)Nc2ccc(C)cc2)cc1	13*	-9	-0.9	0.2	-4.4	-3	-0.7	4	-1.1	3	11*
Cc1nc2sc(-c3ccccc3)cc2c(=O)[nH]1	2	3	0.7	7.4*	21*	9	6.1*	-5	-2.0	-4	-3
CCn1nc(C)c(CNCc2cn[nH]c2-c2cc3ccccc3o2)c1C	0	-4	-0.8	-2.4	2.8	-2	0.0	-11	-0.7	4	-7
CC(=O)c1ccc(NC(=O)C(C)OC(=O)C(C)Oc2cccc(C)c2)cc1 (stereo not drawn)	-2	-5	-1.1	-1.3	-1.0	4	0.0	2	0.6	-5	-3
C[C@H](CO)N1C[C@H](C)[C@@H](CN(C)Cc2ccc(C(=O)O)cc2)Oc2ccc(NS(C)(=O)=O)cc2C1=O	2	1	-1.0	-0.2	-1.4	4	0.8	3	0.2	-2	5
COc1ccc(Cl)cc1C(=O)NNC(=O)c1cccc([N+](=O)[O-])c1	-2	-3	0.3	0.1	-1.4	8	-0.5	-9	3.8	3	-5
